# M. tuberculosis HTS: M. tuberculosis growth inhibition, HTS (AID 449762). inhibition, % at 25 µM; hits with a dose series show IC50 in µM. actives 0.59% (n = 330,000). M. tuberculosis H37Rv growth inhibition, 7H9 media; higher % means a stronger effect; in the data active = a potency from the dose series; inconclusive = inhibition above about 70% without an active follow-up result;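 note: bacterial growth assessed after seven days of incubation; strong numbers were not always called active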
# H1N1 NS1A inhibition: NS1A inhibition, H1N1 influenza, cell based functional assay (AID 504329); NS1A functional cell-based assay, percent inhibition; higher % means a stronger effect; actives 0.3% (n = 340,000); inhibition, % at 12.5 µM, or IC50 in µM where a hit was titrated; in the data active = a potency from the dose series; inconclusive = inhibition above about 27% without an active follow-up result; note: strong numbers were not always called active
# PhoP GFP inhibition: PhoP regulon inhibitors, Salmonella typhi PhoP promoter GFP reporter, confirmatory (AID 1850). Salmonella Typhi PhoP-promoter GFP reporter, fluorescence, 4 h; higher % means a stronger effect. inhibition, % at 50 µM; hits with a dose series show IC50 in µM. actives 0.33% (n = 310,000); in the data active = a potency from the dose series; inconclusive = inhibition mostly from about 25% at the one dose, without a potency; inactive = the rest, 99 in 100 with inhibition below about 19%;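 note: 0% = induced wells with vehicle and 100% = uninduced wells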
# tuberculosis growth: growth inhibition of non-replicating M. tuberculosis (AID 488890). Mycobacterium tuberculosis non-replicating, growth inhibition; higher % means a stronger effect. actives 0.39% (n = 320,000). one-dose inhibition, % at 25 µM; IC50 in µM for titrated hits; in the data active = a potency from the dose series; inconclusive = inhibition mostly from about 82% at the one dose, without a potency; inactive = the rest, 99 in 100 with inhibition below about 76%;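 note: plate controls were DMSO cells for no effect and high antibiotic wells for full effect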
# VEEV TC-83 Vero: inhibitors of VEEV TC-83 cytopathic effect, confirmation, Vero cells (AID 588727). Vero cells, VEEV TC-83 cytopathic effect inhibition; higher % means a stronger effect. inhibition, % at 20 µM, or IC50 in µM where a hit was titrated. actives 0.13% (n = 350,000); in the data active = a potency from the dose series; inconclusive = inhibition mostly from about 14% at the one dose, without a potency; inactive = the rest, 99 in 100 with inhibition below about 12%; note: strong numbers were not always called active
# VEEV TC-83 Vero 10K pilot screen: also measured in VEEV TC-83 Vero; calls as there; inhibition, %; measured here: 10K pilot screen inhibition
# An asterisk follows results filed as active; i = inactive; ? = inconclusive; . = no result given.
SMILES,M. tuberculosis HTS,H1N1 NS1A inhibition,PhoP GFP inhibition,tuberculosis growth,VEEV TC-83 Vero,others
CC(=O)C1C(c2ccc(OC(F)F)cc2)NC(=O)NC1(O)C(F)(F)F (centres undefined),-8%,9%,32%,.,1.0%,
Cc1ccccc1-c1nc(CN2CCN(C(=O)c3ccco3)CC2)c(C)o1,-12%,0%,-17%,0%,1.6%,
COc1ccc(C2CC(c3ccccc3)=NN2C(=O)COC(=O)C2(C)CC2(Cl)Cl)cc1 (centres undefined),3%,-2%,1%,-19%,4.0%,
O=C(NC(=S)N1CCN(Cc2ccccc2)CC1)c1cccnc1,58%,-12%,19%,3%,1.2%,
Nc1ccc(S(=O)(=O)N2CC3CC(C2)c2cccc(=O)n2C3)cc1 (centres undefined),-5%,-1%,-15%,-4%,i,
Cc1cc(NC(=O)CSc2nnc(Nc3ccccc3C)s2)no1,0%,-12%,13%,-15%,1.2%,
CCCCc1n[nH]c2c1/C(=N/O)CC(c1ccccc1)C2 (centres undefined),1%,3%,-5%,13%,3.6%,
Cc1ccc(NC(=O)/C=C/c2cccc([N+](=O)[O-])c2)nc1,3%,-8%,21%,17%,1.1%,
Oc1ccc(/C=N/Nc2cc(N3CCCC3)nc(N3CCCC3)n2)cc1O,4%,14%,2%,-14%,0.1%,
COc1nc(NC(C)=O)nc(C)c1Br,2%,.,8%,-3%,.,
O=C(ON=C1CCSCC1)c1ccccc1,55%,-6%,11%,30%,i,VEEV TC-83 Vero 10K pilot screen=1.2
Cc1ccc(-c2cc(=O)c3ccccc3[nH]2)cc1,-9%,0%,11%,10%,0.4%,
Cc1nn(C)cc1CNC(=O)c1cnn2c(C(F)F)cc(C3CC3)nc12,-1%,4%,6%,-19%,3.0%,
Cc1cn(CC(=O)NCCN2CCOCC2)c(=O)[nH]c1=O,.,-30%,.,.,i,
CC1(C)SC(=S)N(NC(=O)Nc2ccccc2)C1N(O)C(=O)Nc1ccccc1 (centres undefined),-2%,0%,-1%,6%,1.9%,
Cc1onc(-c2ccccc2)c1C(=O)OCC(=O)N1CCN(c2ccccc2)CC1,1%,2%,-7%,13%,10%,
O=C1NCC(c2ccccc2)C1C(=O)N/N=C\c1ccc(-c2ccc(Cl)c(Cl)c2)o1 (centres undefined),91µM*,16%,-5%,54%,9.4%,
O=C(NCCc1ccccc1)/C(=C\c1ccc([N+](=O)[O-])cc1)NC(=O)c1ccccc1,-6%,12%,-5%,-13%,i,
Nc1nccc(/C=C/c2ccc(Cl)cc2)n1,2%,-1%,-2%,19%,i,
COc1ccc(NC(=S)NC(NC(=O)c2cccc(C)c2)C(Cl)(Cl)Cl)c([N+](=O)[O-])c1 (centres undefined),-3%,4%,0%,?,i,
Cc1cc(Nc2c(C)n(C)n(-c3ccccc3)c2=O)n2c(nc3cc(F)c(F)cc32)c1C#N,1%,.,9%,18%,.,
CN(Cc1ccncn1)C(=O)CC1C(=O)NCCN1Cc1cccc(Oc2ccccc2)c1 (centres undefined),-1%,-17%,3%,5%,1.1%,
COc1cccc(-n2nc(-c3ccnn3-c3ccc(F)cc3)c(=O)n(C)c2=O)c1,5%,-10%,-5%,-10%,5.9%,
CC(C)NC(=O)COc1coc(CN2CCN(c3ccccc3)CC2)cc1=O,8%,-1%,11%,1%,i,
COc1ccc(NC(=O)c2ccccc2NC(=O)NC2CCCCC2)cc1,4%,-11%,1%,4%,1.5%,
CC(=O)c1ccc(S(=O)(=O)N2CCN(CC(=O)NC(=O)NC3CCCCC3)CC2)cc1,-6%,-4%,.,33%,i,
CC(=O)n1cc(C2C(=O)CCCC2=O)c2ccccc21,-7%,1%,-8%,-8%,2.1%,
CC(Oc1ccc(Br)cc1)C(=O)Nc1nnc(C2CC2)s1 (centres undefined),-8%,-10%,13%,64%,1.9%,
Cc1ccc(CNC(=O)CN2CCN(Cc3ccc(Cl)cc3)C2=O)cc1,4%,3%,-7%,8%,8.8%,
O=c1c2ccccc2nc2sc3ccccc3n12,-1%,-12%,-10%,-13%,6.6%,

# Nothing new here: an excerpt of the list.
SMILES,M. tuberculosis HTS,H1N1 NS1A inhibition,PhoP GFP inhibition,tuberculosis growth,VEEV TC-83 Vero,others
CC(=O)n1cc(C2C(=O)CCCC2=O)c2ccccc21,-7%,1%,-8%,-8%,2.1%,
CC(Oc1ccc(Br)cc1)C(=O)Nc1nnc(C2CC2)s1 (centres undefined),-8%,-10%,13%,64%,1.9%,
Cc1ccc(CNC(=O)CN2CCN(Cc3ccc(Cl)cc3)C2=O)cc1,4%,3%,-7%,8%,8.8%,
O=c1c2ccccc2nc2sc3ccccc3n12,-1%,-12%,-10%,-13%,6.6%,

# Next compounds
SMILES,M. tuberculosis HTS,H1N1 NS1A inhibition,PhoP GFP inhibition,tuberculosis growth,VEEV TC-83 Vero,others
C=CCSc1nnc(-c2c[nH]c3ccccc23)n1CC,.,1%,.,.,0.6%,
COc1ccc(O)c(-c2[nH]ncc2C(=O)c2ccccc2C)c1,-3%,-6%,2%,3%,5.7%,
O=C1CN=C(c2cc([N+](=O)[O-])ccc2Cl)c2cc([N+](=O)[O-])ccc2N1,11%,2%,-4%,27%,1.2%,
O=C1/C(=C/c2ccccc2)NC(=S)N1C(c1ccccc1)c1ccccc1,-5%,-8%,3%,5%,6.8%,
CC(C)=CCN1CCN(CCC2=C(C)CCCC2(C)C)CC1CCO (centres undefined),?,-2%,1%,7.6µM*,i,
C(=C\c1ccc(/C=C/c2ccccc2)nn1)/c1ccccc1,-13%,.,-4%,17%,.,
CCOC(=O)Cc1csc(NC(=O)c2ccc3ccccc3n2)n1,70%,0%,10%,56%,2.1%,
CC(=O)N(c1ccccc1)C1CC(C)N(C(=O)c2ccccc2)c2ccccc21 (centres undefined),0%,4%,-1%,14%,1.8%,
Cc1ccccc1C(=O)/C=C1\NC(=O)CS1,-8%,13%,-2%,50%,4.8%,
CC(CN(C)Cc1ccccc1)OC(=O)c1cccs1 (centres undefined),-6%,-12%,-5%,27%,i,VEEV TC-83 Vero 10K pilot screen=0.2
CC(Oc1ccccc1)C(=O)NNC(=O)c1ccccn1 (centres undefined),?,-2%,-6%,?,4.1%,
O=C(CNC(=O)c1cccs1)NCC(=O)OCc1c(Cl)cccc1Cl,-3%,-2%,-1%,5%,0.0%,
CC(=O)NCCCC(=O)NNC1CC(=O)N(c2cccc(Cl)c2)C1=O (centres undefined),0%,.,1%,0%,4.1%,
COC(=O)C1(C)NC(c2ccccc2C)C2C(=O)N(c3ccc(F)cc3)C(=O)C21 (centres undefined),-6%,-3%,-6%,4%,i,
O=C1COc2ccc(C(=O)COC(=O)c3ncc(Cl)c(Cl)c3Cl)cc2N1,-4%,-2%,6%,-13%,i,

# The closing seven entries of the section above come first, to join the parts.
SMILES,M. tuberculosis HTS,H1N1 NS1A inhibition,PhoP GFP inhibition,tuberculosis growth,VEEV TC-83 Vero,others
Cc1ccccc1C(=O)/C=C1\NC(=O)CS1,-8%,13%,-2%,50%,4.8%,
CC(CN(C)Cc1ccccc1)OC(=O)c1cccs1 (centres undefined),-6%,-12%,-5%,27%,i,VEEV TC-83 Vero 10K pilot screen=0.2
CC(Oc1ccccc1)C(=O)NNC(=O)c1ccccn1 (centres undefined),?,-2%,-6%,?,4.1%,
O=C(CNC(=O)c1cccs1)NCC(=O)OCc1c(Cl)cccc1Cl,-3%,-2%,-1%,5%,0.0%,
CC(=O)NCCCC(=O)NNC1CC(=O)N(c2cccc(Cl)c2)C1=O (centres undefined),0%,.,1%,0%,4.1%,
COC(=O)C1(C)NC(c2ccccc2C)C2C(=O)N(c3ccc(F)cc3)C(=O)C21 (centres undefined),-6%,-3%,-6%,4%,i,
O=C1COc2ccc(C(=O)COC(=O)c3ncc(Cl)c(Cl)c3Cl)cc2N1,-4%,-2%,6%,-13%,i,
CC1(C)C(=O)Nc2ccccc2N1C(=O)COc1cccnc1[N+](=O)[O-],2%,-2%,-3%,14%,1.9%,
C/C(NCCN1CCOCC1)=C(\C#N)C(N)=O,0%,-13%,-2%,-5%,0.9%,VEEV TC-83 Vero 10K pilot screen=0.9
CSc1ccccc1NC(=O)CN(C1CCCCC1)S(C)(=O)=O,3%,0%,-12%,-2%,0.9%,
O=C(NCc1ccc(Cl)cc1)c1csc(-c2cccnc2)n1,11%,0%,3%,36%,12%,
O=C1c2cccnc2C(=O)N1Cc1ccccc1,-1%,-1%,-7%,.,0.8%,
O=C(Nc1ccc(-n2ccnc2P(=O)(O)c2ccccc2)cc1)c1ccccc1Cl,-6%,-2%,-14%,17%,2.2%,
COC(=O)C(O)(CC(=O)Nc1ccc(Cl)cc1Cl)C(F)(F)F (centres undefined),-8%,6%,-11%,-26%,0.6%,
COc1ccc(C(=O)NNC(=O)CSc2nc(C(C)C)nc3ccccc23)cc1,-3%,-2%,-13%,-3%,4.7%,
O=C1C2CC=CCC2C(=O)N1Cc1nnc(-c2ccc(Cl)cc2)o1 (centres undefined),1%,8%,8%,69%,4.7%,
CCCC(=O)N(Cc1cc(=O)[nH]c2ccccc12)c1ccc(C)cc1C,0%,2%,13%,10%,i,
CCCCNC(=O)NC12CC3CC(CC(C3)C1)C2,-7%,0%,0%,60%,1.4%,
CN(C)CCNC(=O)c1csc(Nc2cccc3ccccc23)n1,14%,6%,-14%,21%,11%,
CSc1ccc(-c2nc(CN3CCCCC3c3cccnc3)c(C)o2)cc1 (centres undefined),1%,17%,0%,14%,i,
CCOC(=O)C(=O)/C(C#N)=C/Nc1ccc(F)cc1,-1%,-3%,-2%,-6%,0.2%,
O=C(Nc1nc(-c2ccccn2)cs1)c1ccc([N+](=O)[O-])o1,?,12µM*,13%,i,7.7%,
Cc1c(OCC(=O)NCc2ccncc2)ccc2c3c(c(=O)oc12)CCCC3,7%,1%,-21%,78%,i,
O=C(Cn1nnc(-c2ccccc2-n2cnnn2)n1)c1ccccc1,-3%,-1%,-16%,0%,1.6%,
COc1ccc(-n2c(SC(C)C(=O)Nc3ncc(Cl)cc3Cl)nc3ccccc32)cc1 (centres undefined),0%,6%,-8%,32%,8.1%,
COc1ccc(/C=C/C(=O)NC(=S)Nc2ccc(S(N)(=O)=O)cc2)cc1OC,-4%,-2%,-2%,-12%,0.6%,
CNC(=O)Oc1ccc(-c2cn3cc(Cl)ccc3n2)cc1,-2%,17%,13%,19%,3.2%,
O=C(OCC(=O)N1CCCC1)c1cc(Br)ccc1Cl,?,5%,-3%,6.9µM*,i,
CCOC(=O)c1[nH]c(C)c(C(=O)N2CCc3c([nH]c4ccccc34)C2c2ccccn2)c1C (centres undefined),?,4%,-5%,35%,9.1%,
COC(=O)c1c(C)nn(-c2ccc(OC(F)(F)F)cc2)c1-c1snnc1C,5%,.,-7%,9%,7.8%,
Cc1cccc(C)c1NC(=O)CN(C)C(=O)COc1cccc2c1OC(C)(C)C2,-7%,-1%,7%,-5%,i,
O=C1NC2(CCCCCC2)C(=O)N1Cc1cccc([N+](=O)[O-])c1,-5%,-27%,9%,-9%,i,
O=C(O)c1ccc(NS(=O)(=O)c2cccc(C(=O)Nc3cccc(C(=O)O)c3)c2)cc1,0%,-8%,-11%,-9%,0.8%,
COc1ccc(CCN(Cc2cccs2)S(=O)(=O)c2ccc(-n3cnnn3)cc2)cc1OC,-6%,5%,-3%,15%,0.8%,
Cc1cc(Nc2ccccc2)nc(N)n1,4%,-2%,8%,13%,0.2%,
CCN(CC)CCCNC(=O)c1ccc2c(=O)n(Cc3ccc4c(c3)OCO4)c(=S)[nH]c2c1,-1%,10%,1%,32%,i,
O=c1cc(CN2CCc3ccccc32)nc2sccn12,-10%,2%,6%,-1%,3.9%,
O=C(CS(=O)(=O)c1ccc2ccccc2c1)Nc1ccccc1Cl,-2%,-7%,-2%,?,1.4%,
O=C(Cn1nnc2ccccc21)OCC(=O)c1ccc(Cl)cc1,-6%,.,5%,-1%,.,

# Screening results: PubChem BioAssay, Southern Research Specialized Biocontainment Screening Center
